# Screening results deposited in PubChem BioAssay by National Center for Advancing Translational Sciences (NCATS).
# RXFP1 antagonist: RXFP1 (human) relaxin receptor antagonism. HEK293-RXFP1, relaxin-stimulated cAMP HTRF, 30 min; hits give low values. activity change, negative = inhibition, % at 57.5 µM. 350,000 compounds, 0.59% hits;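 active = activity change of -60% or lower, but not beyond a set lower limit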
# Target sequence (Q9HBX9 whole entry, looked up): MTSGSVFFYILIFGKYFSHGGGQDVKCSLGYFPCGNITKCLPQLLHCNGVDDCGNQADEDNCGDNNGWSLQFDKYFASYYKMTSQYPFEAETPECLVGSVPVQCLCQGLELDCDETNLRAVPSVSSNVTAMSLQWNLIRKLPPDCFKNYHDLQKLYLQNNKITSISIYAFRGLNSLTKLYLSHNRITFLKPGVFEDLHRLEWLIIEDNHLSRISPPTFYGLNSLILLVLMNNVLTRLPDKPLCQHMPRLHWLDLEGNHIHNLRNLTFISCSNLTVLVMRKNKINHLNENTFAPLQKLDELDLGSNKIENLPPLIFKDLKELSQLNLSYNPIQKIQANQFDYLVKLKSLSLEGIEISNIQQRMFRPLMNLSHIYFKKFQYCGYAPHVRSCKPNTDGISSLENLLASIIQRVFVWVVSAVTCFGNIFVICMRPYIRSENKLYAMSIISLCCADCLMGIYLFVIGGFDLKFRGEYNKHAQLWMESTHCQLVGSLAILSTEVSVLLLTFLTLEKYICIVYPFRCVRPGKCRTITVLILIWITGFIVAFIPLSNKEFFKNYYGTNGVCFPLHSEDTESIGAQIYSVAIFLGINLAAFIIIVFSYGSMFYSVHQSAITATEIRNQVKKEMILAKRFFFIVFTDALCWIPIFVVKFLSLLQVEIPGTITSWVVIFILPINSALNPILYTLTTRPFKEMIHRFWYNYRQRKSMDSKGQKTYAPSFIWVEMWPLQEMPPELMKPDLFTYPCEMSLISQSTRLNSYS
# Starred values were filed as active, the others as inactive. % is scaled to controls: 0 for no effect and ±100 for the full control effect.
SMILES,RXFP1 antagonist
CN(C(=O)CSc1ncnc2sc3c(c12)CCCC3)C1CCS(=O)(=O)C1 (stereo not drawn),12
CC(=O)Nc1ccc(C(=O)OCC(=O)N2CC3(C)CC2CC(C)(C)C3)cc1 (stereo not drawn),3
CN(Cc1ccccc1)C(=O)c1ncn2c1C(=O)N(C)CC2,-9
CC(NC(=O)c1cccc(F)c1)C1CC2CCC1C2 (stereo not drawn),-22
COc1ccc(C(CNS(=O)(=O)c2cccc(F)c2)N2CCCC2)cc1 (stereo not drawn),-13
Clc1ccc(N(CC2CO2)CC2CO2)cc1 (stereo not drawn),-10
COc1ccc([C@H]2N[C@]3(CCCN(Cc4ccc(Cl)cc4)C3=O)[C@H]3C(=O)N(Cc4ccccc4)C(=O)[C@@H]23)cc1,-11
COc1ccc(/C=N\NC(=S)SCN2C(=O)C3CCC(C)(C2=O)C3(C)C)cc1 (stereo not drawn),-15
COC(OC)C1(CCc2ccccc2)NC(=O)NC1=O (stereo not drawn),-6
CCN(CC)C(=O)C1=C(C)N(Cc2ccc(OC)cc2)C(=O)C(CC(=O)NCc2cccs2)C1 (stereo not drawn),5
COc1ccccc1CN(C)CC(=O)Nc1cccc(S(=O)(=O)N2CCCC2)c1,-5
O=C(COC(=O)C1CCCCC1)NCc1ccc(Cl)cc1,-7
CCCCN1C(=O)C(CC(=O)NC(c2ccccc2)c2ccccc2)CC(C(=O)N2CCOCC2)=C1C (stereo not drawn),-8
O=C(NCc1ccc2c(c1)OCO2)c1ccccc1Cl,8
COc1cccc(N2CCN(C(=O)c3ccc(OC)c(S(=O)(=O)NC4CC4)c3)CC2)c1,2
CCCN(CC(=O)Nc1cc(C)on1)CC(=O)Nc1ccc(F)c(F)c1F,6
C[C@H]1CN([C@@H](C)CO)C(=O)CCCn2nncc2CO[C@H]1CN(C)C(=O)Nc1ccccc1,8
CCOc1ccccc1Nc1nnc(SCC(=O)NCC2CCCO2)s1 (stereo not drawn),-9
c1ccc2c(C3OCC4(CCCCC4)CO3)cccc2c1,-17
Cc1ccccc1SCC(=O)NCC(c1ccc(F)cc1)N1CCOCC1 (stereo not drawn),3
COCc1c(C(=O)OCC(=O)c2ccc[nH]2)oc2ccccc12,-4
Cc1cc(C)nc(SCC(=O)NN=Cc2ccc(C)o2)n1,-23
CCN(C(=O)COC(=O)/C=C/c1ccco1)C1CCCCC1,-12
COc1ccc2sc(C)cc(=O)c2c1,5
COc1ccc(C)cc1NC(=O)C1CC1c1ccccc1 (stereo not drawn),1
Cc1ccc2c(c1)c1c3n2CCN(CCC#N)C3CCC1 (stereo not drawn),-2
Cc1cc(C)cc(NC(=O)COC(=O)COc2ccc(N(C)S(=O)(=O)c3cccs3)cc2)c1,-2
CC(C(=O)OCC(=O)Nc1ccc(S(N)(=O)=O)cc1)N1C(=O)c2ccccc2C1=O (stereo not drawn),1
Cc1cccc(NC(=O)COC(=O)c2nn(C)c(=O)c3ccccc23)c1C,5
O=C(COC(=O)c1cncc(Br)c1)Nc1ccc(S(=O)(=O)N2CCOCC2)cc1,-2
CCCCCC=CCC=CCCCCCCCC(=O)OCC,-30
O=C1c2ccccc2C(=O)N1OCCCN1C(=O)c2ccccc2S1(=O)=O,3
COc1ccc(NS(=O)(=O)c2cccc(C(=O)N3CCOCC3)c2)cc1,4
Nc1ccc2cccc(O)c2c1,-6
Cc1ccc2c(Cl)c(C)c(N3CCOCC3)nc2n1,-8
COc1ccc(NC(=O)C2CCOC2=O)cc1 (stereo not drawn),4

# Sorted by number of heavy atoms (rising): some entries from above
SMILES,RXFP1 antagonist
COc1ccc2sc(C)cc(=O)c2c1,5
COc1ccc(NC(=O)C2CCOC2=O)cc1 (stereo not drawn),4
Cc1ccc2c(Cl)c(C)c(N3CCOCC3)nc2n1,-8
O=C(NCc1ccc2c(c1)OCO2)c1ccccc1Cl,8
Cc1ccc2c(c1)c1c3n2CCN(CCC#N)C3CCC1 (stereo not drawn),-2
CCCCCC=CCC=CCCCCCCCC(=O)OCC,-30
COCc1c(C(=O)OCC(=O)c2ccc[nH]2)oc2ccccc12,-4
CN(C(=O)CSc1ncnc2sc3c(c12)CCCC3)C1CCS(=O)(=O)C1 (stereo not drawn),12
Cc1cccc(NC(=O)COC(=O)c2nn(C)c(=O)c3ccccc23)c1C,5
COc1ccc(/C=N\NC(=S)SCN2C(=O)C3CCC(C)(C2=O)C3(C)C)cc1 (stereo not drawn),-15
COc1ccccc1CN(C)CC(=O)Nc1cccc(S(=O)(=O)N2CCCC2)c1,-5
CC(C(=O)OCC(=O)Nc1ccc(S(N)(=O)=O)cc1)N1C(=O)c2ccccc2C1=O (stereo not drawn),1
COc1cccc(N2CCN(C(=O)c3ccc(OC)c(S(=O)(=O)NC4CC4)c3)CC2)c1,2
CCCCN1C(=O)C(CC(=O)NC(c2ccccc2)c2ccccc2)CC(C(=O)N2CCOCC2)=C1C (stereo not drawn),-8
COc1ccc([C@H]2N[C@]3(CCCN(Cc4ccc(Cl)cc4)C3=O)[C@H]3C(=O)N(Cc4ccccc4)C(=O)[C@@H]23)cc1,-11

# (list continues)
SMILES,RXFP1 antagonist
CC(C)OCc1ccc(C(=O)N2CCN(CC(=O)N3CCCC3)CC2)cc1,-5
CCCCOc1ccc(C(=O)OCC(=O)c2c(N)n(C)c(=O)n(C)c2=O)cc1,3
CCC(=O)c1ccc(OCC(=O)OCC(=O)Nc2cccc(S(=O)(=O)N3CCOCC3)c2)cc1,10
Cn1c(SCC(=O)NC2CCCCC2)nnc1C(F)(F)F,7
COc1ccc(NC(=O)COC(=O)CCc2ccc(S(=O)(=O)N3CCOCC3)cc2)c(OC)c1,-3
CC(C)C1C(=O)N(Cc2cn(CCC3OCCCO3)nn2)CCS(=O)(=O)N1Cc1ccc(-c2ccc(Cl)cc2)cc1 (stereo not drawn),0
COCCCN(Cc1cc(OC)c(OC)c(OC)c1)C(=S)Nc1cccc(Cl)c1,8
CCCn1c(SCC(=O)Nc2ccc(F)c(Cl)c2)nc(O)cc1=O,-7
CC(Sc1ccc(S(=O)(=O)N2CCCCC2)cn1)C(N)=O (stereo not drawn),-3
O=C(O)c1ccccc1C1c2ccccc2Oc2ccccc21,3
Cc1cc(C)n2c(SCC(=O)N(CCC#N)c3ccc4c(c3)OCCO4)nnc2n1,4
CN(C)c1ccc(C=O)c(Oc2ccccc2)c1,1
COc1cccc(/C=C/c2nc(S(=O)(=O)c3ccccc3)c(N3CCC(C(N)=O)CC3)o2)c1,5
CSc1nnnc2ccccc12,4
O=C(NCCCN1CCOCC1)c1cccc(S(=O)(=O)N2CCc3ccccc32)c1,0
O=C(COc1ccc(Br)cc1)NNC(=O)Cc1ccc(S(=O)(=O)N2CCOCC2)s1,3
Cc1ccc(S(=O)(=O)C=CS(=O)(=O)c2ccc(C)cc2)cc1,-3
CCOC(=O)c1[nH]c2c(OCC)nc(OCC)nc2c1Br,-7
c1ccc(-c2nc3ccccn3c2-c2ccccc2)cc1,-13
Cn1ccc2cc(OCc3ccccc3)ccc21,-2
NS(=O)(=O)c1ccc(NC(=O)CSc2nnc3n2CCCCC3)cc1,14
O=C1c2ccccc2C(=O)C12OC(c1ccccc1)C1(C(=O)c3ccccc3C1=O)C2c1ccc([N+](=O)[O-])cc1 (stereo not drawn),-8
c1ccc2n[nH]nc2c1,-5
COc1ccccc1OCCC(=O)OCC(=O)Nc1ccc2c(c1)OCCO2,-12
CC(=O)Nc1ccc(NC(=O)C(C)OC(=O)c2ccc(S(=O)(=O)N3CCCCC3)cc2)cc1 (stereo not drawn),-30
O=C(CCN1CCC2CCC(C2)C1)c1ccc(F)cc1 (stereo not drawn),-5
COc1ccc(S(=O)(=O)N(C)C[C@@H]2OCc3cnnn3CCCC(=O)N([C@H](C)CO)C[C@@H]2C)cc1,-10
O=C1Cc2c(-c3ccccc3)cc(-c3cccc(Cl)c3)nc2-c2ccccc2N1,7
Cn1c(O)c(N=NC(=O)Cc2c[nH]c3ccccc23)c2ccccc21,-2
Cc1ccc(Cl)c(NC(=O)CN2C(=O)C(C)N(c3ccc(F)cc3)C2=O)c1Cl (stereo not drawn),3
COc1ccc(-n2cnc(=S)[nH]c2=S)cc1,0
C=CCn1c(=O)c(C(=O)Nc2ncccc2C)c(O)c2ccccc21,2
CC(O)(Cc1ccccn1)Cc1ccccn1,-2
CN(CCCn1ccc(NC(=O)OCc2ccccc2)nc1=O)CCc1ccccn1,-1
CCOc1ccc(C(=O)NCC(c2cccs2)N2CCOCC2)cc1 (stereo not drawn),-4
O=C(NC1CCCCC1)c1cccc(NC(=O)c2ccccc2Cl)c1,-1
COC(=O)c1cc(N/C(N)=N/c2nc(C)cc(C)n2)cc(C(=O)OC)c1,2
O=S(=O)(O)CCS,5
CC1CC(C)CN(C(=O)COC(=O)c2ccc3c(c2)OCCO3)C1 (stereo not drawn),-3
Cc1ccc(-c2cc(C(=O)NCC(c3ccccc3)N(C)C)c3ccccc3n2)o1 (stereo not drawn),6
Cc1ccc(NS(=O)(=O)c2ccc(NC(=O)c3ccccc3C(=O)O)cc2)cc1C,-2
CC(NCC(=O)NC(=O)NCCC1=CCCCC1)c1ccc(S(N)(=O)=O)cc1 (stereo not drawn),6
Cc1cc(C(=O)CN2C(=O)NC(CC(C)C)C2=O)c(C)n1C1CC1 (stereo not drawn),-5
COc1cccc(COC(=O)C(Cc2ccccc2)NC(=O)c2ccco2)c1 (stereo not drawn),-4
C[C@H](NC(=O)c1ccco1)C(=O)OCC(=O)N1CC(=O)Nc2ccccc21,9
CN(Cc1cnc2nc(N)nc(N)c2n1)c1ccc(C(=O)NC(CCC(=O)O)C(=O)O)cc1 (stereo not drawn),-4
NS(=O)(=O)c1ccc(CCNC(=O)C2CCCN2C(=O)c2cccs2)cc1 (stereo not drawn),-4
O=C(CSc1ccc(F)cc1)Nc1cccc(S(=O)(=O)N2CCOCC2)c1,4

# Three structures already listed, arranged by heavy-atom count, rising.
SMILES,RXFP1 antagonist
CC1CC(C)CN(C(=O)COC(=O)c2ccc3c(c2)OCCO3)C1 (stereo not drawn),-3
CC(=O)Nc1ccc(NC(=O)C(C)OC(=O)c2ccc(S(=O)(=O)N3CCCCC3)cc2)cc1 (stereo not drawn),-30
CCN(CC)C(=O)C1=C(C)N(Cc2ccc(OC)cc2)C(=O)C(CC(=O)NCc2cccs2)C1 (stereo not drawn),5

# (list continues)
SMILES,RXFP1 antagonist
O=Cc1cn(CCOc2ccc(F)cc2)c2ccccc12,-4
Cc1ccc(CNS(=O)(=O)c2ccc(-n3cccn3)cc2)cc1,2
CCCn1c(SC(C)C(=O)NC2CCCC(C)C2C)n[nH]c1=O (stereo not drawn),11
O=C(COC(=O)c1ccccc1Cl)NCc1cccs1,-4
CCc1ccc(-n2c(=S)sc3c(=O)[nH]c(SCC(=O)NC4CCCCC4)nc32)cc1,3
CCCCCCCCOc1ccc(C(=O)c2ccccc2)c(O)c1,-8
O=C(COC(=O)C12CC3CC(CC(O)(C3)C1)C2)Nc1ccc(Cl)c(S(=O)(=O)N2CCOCC2)c1,-2
O=C(COc1cc(F)ccc1[N+](=O)[O-])NCCN1C(=O)CSC1=O,-3
CN(CC(=O)NCc1cccs1)CC(=O)Nc1ccccc1Cl,2
Cc1cc(C)c(C)c(S(=O)(=O)Nc2cccnc2)c1C,-19
C[C@@H]1CN([C@@H](C)CO)C(=O)c2cc(C#Cc3ccccc3)cnc2O[C@@H]1CN(C)Cc1ccccn1,4
Cc1ccc(OCC(=O)Nc2cc(Cl)ccc2-n2cncn2)c(C)c1,4
O=C(Nc1cccc(C(F)(F)F)c1)OCc1ccncc1,3
CN(c1ccccc1)S(=O)(=O)c1cccc(C(=O)OCC(=O)NCc2ccccc2)c1,-5
Oc1ccc(C=NN=C2c3ccccc3-c3ccccc32)c(O)c1,-28
C[C@H]1CN([C@@H](C)CO)C(=O)CCCn2nncc2CO[C@@H]1CN(C)S(=O)(=O)c1cn(C)cn1,3
COc1ccc2c(c1)C(=O)CC(c1ccccc1)O2 (stereo not drawn),0
Cc1nc(Cc2ccccc2)sc1CC#N,34
Cc1ccc(C2(C)NC(=O)N(CC(=O)Nc3cc(S(=O)(=O)N4CCOCC4)ccc3OC(C)C)C2=O)cc1 (stereo not drawn),-19
CCN(CC)C(=O)C1=C(C)N(CCC2=CCCCC2)C(=O)C(CC(=O)NC(c2ccccc2)c2ccccc2)C1 (stereo not drawn),7
COc1ccc(S(N)(=O)=O)cc1C(=O)OCC(=O)N1c2ccccc2NC(=O)C1(C)C,-5
COc1ccccc1CN1CCN(C(=O)c2cccc3ccccc23)CC1,6
COc1ccc(/C=C/C(=O)O/N=C(\N)c2ccccn2)cc1OC,-6
CC(=O)Nc1c(Br)cc2c(c1Br)Cc1cc([N+](=O)[O-])ccc1-2,2
COCCN(C(=O)c1ccc(C)c(S(=O)(=O)N2CCOCC2)c1)c1c(N)n(CC(C)C)c(=O)[nH]c1=O,1
COCC(=O)N(C)C[C@H]1Oc2cc(Br)ccc2S(=O)(=O)N([C@H](C)CO)C[C@H]1C,-8
Cc1cc(C)c(C#N)c(SCC(=O)Nc2cc(C)on2)n1,5
CC1CC(=O)NC(=O)N1Cc1ccccc1 (stereo not drawn),7
CCOC(=O)c1csc(NC(=O)c2cc(-c3ccccn3)nc3ccccc23)n1,0
CN(CC(=O)Nc1cccc(S(=O)(=O)N(C)c2ccccc2)c1)Cc1cccs1,8
COCCNC(=O)c1cc(S(=O)(=O)N(C)C2CCCCC2)ccc1Cl,-3
NC(Cc1ccc2nsnc2c1)C(=O)O (stereo not drawn),-1
Cc1ccc(C(=O)Nc2ccc(S(=O)(=O)O)c3cc(S(=O)(=O)O)cc(S(=O)(=O)O)c23)cc1NC(=O)c1cccc(NC(=O)Nc2cccc(C(=O)Nc3cc(C(=O)Nc4ccc(S(=O)(=O)O)c5cc(S(=O)(=O)O)cc(S(=O)(=O)O)c45)ccc3C)c2)c1,31
O=C(COC(=O)C1CC2C=CC1C2)Nc1ccccc1[N+](=O)[O-] (stereo not drawn),8
CC1CC(C(=O)Nc2ccccc2)C(=O)O1 (stereo not drawn),-3
O=C(COC(=O)Cc1ccccc1F)NC(=O)NC1CCCC1,-1
O=C(COc1ccc(-c2nnco2)cc1)Nc1cc([N+](=O)[O-])ccc1F,-15
CC(C)c1ncc(CO)n1Cc1c(Cl)cccc1Cl,-5
O=C(CSc1nnc(NC2CC2)s1)c1ccc[nH]1,-2
COc1ccc(NC(=O)CN(c2ccccc2OC)S(=O)(=O)c2cccs2)cc1Cl,-6

# Only part of the results is shown; count on the stated rates, not on these rows.
